Source: PubChem (several laboratories)
Spn PMK inh: S. pneumoniae PMK inhibition; AID 539; inhibition, % at 10 µM; purified PMK, PK/LDH-coupled NADH absorbance 340 nm; actives 0.49% (n = 65,000);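 active means top-ranked compounds by inhibition in the single 10 µM screen, taking a fixed number of the strongest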;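 further: 0% = full reaction with DMSO carrier and 100% = background rate without enzyme reaction; no value below 0 was filed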
Bfl-1 inhibitors: Bfl-1 inhibitors, primary screen, biochemical, fluorescence polarization, FITC-Bid, mouse (AID 432). FITC-Bid BH3 peptide fluorescence polarization displacement; higher % means a stronger effect. one-dose displacement, % at 20 µM; IC50 in µM for titrated hits. actives 0.02% (n = 64,000); in the data active means a potency from the dose series; inactive means the rest, 99 in 100 with displacement below about 15%; further: strong numbers were not always called active
Spn MK inh: inhibitors of Streptococcus pneumoniae mevalonate kinase. actives 0.48% (n = 65,000). inhibition, % at 10 µM. purified MK, PK/LDH-coupled NADH absorbance 340 nm;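 active means ranked among the strongest by inhibition in the single 10 µM screen, a fixed top-ranked set picked for dose follow-up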; further: no value below 0 was filed
HPDE-C7K KRASV12: viability loss of HPDE-C7K cells – cell-based, fluorescence, HTS, primary screen (AID 431); actives 1.7% (n = 63,000); HPDE-C7K KRASV12 cells, Alamar Blue viability, 48 h; higher % means a stronger effect; one-dose cytotoxicity, % at 10 µM; EC50 in µM for titrated hits;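 active means compounds whose percent cytotoxicity in the single-dose primary screen, scaled between solvent and toxic-drug controls, exceeds 50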;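 further: 0% = DMSO solvent wells and 100% = doxorubicin-treated wells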
LYP inhibition: LYP phosphatase inhibitors, primary screen, biochemical, DiFMUP fluorescence, recombinant catalytic domain, 10 µM (AID 606) | recombinant LYP catalytic domain, DiFMUP fluorescence; higher % means a stronger effect | inhibition, % at 10 µM, or IC50 in µM where a hit was titrated | 52,000 tested, under 10 active;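 active means IC50 under 40 µM in the dose-response test; inactive means IC50 of 40 µM or more, or never dose-tested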
HPDE-C7 cytotoxicity: HPDE-C7 pancreatic duct cell viability loss – fluorescence, HTS (AID 430); cytotoxicity, % at 10 µM; hits with a dose series show EC50 in µM; actives 1.8% (n = 63,000); HPDE-C7 pancreatic duct cells viability, fluorescence; higher % means a stronger effect;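 further: cells exposed to compound for 48 hours before viability readout; 0% = vehicle and 100% = reference cytotoxic drug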
Alkaline phosphatase: inhibition of tissue-nonspecific alkaline phosphatase – biochemical, luminescent (AID 518); purified TNAP enzyme, luminescent substrate readout; higher % means a stronger effect; one-dose inhibition, % at 20 µM; IC50 in µM for titrated hits; actives 0.09% (n = 64,000); in the data active means a potency from the dose series; inactive means the rest, 99 in 100 with inhibition below about 22%;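 further: plate controls were vehicle for no effect and reference inhibitor for full effect; many of its hits are not listed in these tables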
DPM-DC inhibit: S. pneumoniae DPM-DC inhibition; purified DPM-DC, PK/LDH coupled NADH fluorescence; calls only at 10 µM; actives 0.49% (n = 65,000); AID 556;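 active means the 320 compounds with the highest percent inhibition in the single-dose primary screen, excluding strongly autofluorescent ones, cut at about 32% in these data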;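 further: kinetic rate of NADH fluorescence loss reporting ADP formed by the decarboxylase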
HT1080 cytotoxicity: HT1080 cell viability loss – fluorescence readout (AID 620) | actives 0.42% (n = 87,000) | cytotoxicity, % at 10 µM; hits with a dose series show EC50 in µM | HT1080 viability, fluorescence; higher % means a stronger effect;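 further: cells exposed to compound overnight then 4 h with Alamar Blue; 0% = vehicle DMSO and 100% = killing control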
Spn PMK inh pilot replicates: further read-out of Spn PMK inh, marked with its call; inhibition, %; measured here: pilot screen replicates
Spn MK inh pilot replicates: recorded beside Spn MK inh, whose call it bears; inhibition, %; measured here: pilot screen replicates
DPM-DC inhibit pilot screen %: recorded beside DPM-DC inhibit, whose call it bears; inhibition, %; measured here: pilot screen trials
Active calls of the source: *; i = inactive; . = not tested or not shown; + = active, no number. Unless noted, no stated cut-off is given here; in the data, active means cytotoxicity above about 50%; inactive means the rest.

SMILES	Spn PMK inh	Bfl-1 inhibitors	Spn MK inh	HPDE-C7K KRASV12	LYP inhibition	HPDE-C7 cytotoxicity	Alkaline phosphatase	DPM-DC inhibit	HT1080 cytotoxicity	others
CCN1CCCC1CNC(=O)c1c(O)c2c([nH]c1=O)CCCC2 (stereo not given)	13.0	-2.3%	0.0	-9.7%	1.8%	-4.9%	12.1%	i	3.1%
Cc1ccccc1C(=O)Nc1nnc(-c2ccc(F)cc2)o1	20.0	-6.0%	1.0	10.5%	5.1%	18.7%	11.5%	i	2.9%
O=C(CN1CCCC1)N1CCCc2c1c(=O)oc1ccc(OCc3ccccc3)cc21	4.0	1.2%	0.0	-6.5%	4.4%	-7.8%	7.9%	+	39.8%
Cc1ccnc(NC(=O)CN(C)S(=O)(=O)c2cccc3nsnc23)c1	14.0	-7.8%	0.0	-2.8%	8.6%	-3.1%	10.6%	i	6.4%
COc1ccc(-c2cnn(-c3ccccc3)c2N)cc1OC	2.0	3.3%	5.0	10.5%	14.2%	1.3%	5.6%	i	2.1%
NC(=O)c1cc(Cc2ccccc2)sc1NC(=O)c1ccco1	3.0	2.2%	10.0	16.4%	-10.7%	3.8%	6.6%	i	2.8%
CCCNC(=O)C1CCN(c2nc(C)cc(C)n2)CC1	0.0	-4.4%	0.0	2.7%	.	-4.7%	3.0%	i	-0.5%
COc1ccccc1C(=O)NCCCN1CCCC1=O	4.0	-4.6%	10.0	3.6%	.	7.6%	4.7%	i	5.9%
O=C(c1oc(=O)c2ccccc2c1-c1ccccc1)N1CCN(C2CCCCC2)CC1	0.0	4.7%	2.0	5.0%	-9.4%	-5.2%	3.2%	i	1.2%
COc1ccc(OC)c(C(=O)CSc2nnc(Cc3cccs3)n2C)c1	7.0	-7.8%	11.0	-6.2%	11.6%	1.1%	4.2%	i	1.1%
O=C(CCCn1c(=O)c2sccc2n(CC(=O)OCc2ccccc2)c1=O)NCc1ccco1	13.0	-3.9%	4.0	-1.3%	15.5%	0.2%	13.6%	i	-9.2%
CCOC(=O)CC1=C(C(=O)OCC)C(c2ccc(C)o2)C(C#N)=C(N)O1 (stereo not given)	19.0	3.8%	7.0	5.3%	18.6%	9.1%	21.4%	i	-1.9%	Spn PMK inh pilot replicates=2.5;Spn MK inh pilot replicates=3.5;DPM-DC inhibit pilot screen %=2.0
Cc1noc(C(=O)N2CC3(C)CC2CC(C)(C)C3)c1Cl (stereo not given)	5.0	-6.1%	1.0	3.0%	5.3%	-5.2%	5.3%	i	7.2%
CCc1c(C(=O)Nc2ccncc2)csc1C	0.0	1.5%	7.0	-4.0%	5.9%	-5.8%	-4.0%	i	2.7%
CCOC(=O)N1CCC(NC(=O)c2ccc(NC(=O)C3CCCO3)cc2)CC1 (stereo not given)	17.0	-17.1%	2.0	-3.3%	.	-16.0%	0.5%	i	-17.5%
CCOC(=O)CSc1nnc(CNC(=O)c2cccs2)n1-c1cc(C)ccc1C	20.0	-8.1%	1.0	-0.7%	.	-8.1%	-0.7%	i	-1.5%
CS(=O)(=O)N(CC(=O)NCc1ccncc1)Cc1ccc(Cl)cc1	1.0	0.0%	0.0	-0.1%	-19.7%	2.4%	9.9%	i	-4.2%	Spn PMK inh pilot replicates=1.0;Spn MK inh pilot replicates=0.0;DPM-DC inhibit pilot screen %=2.5
O=c1cc(O)nc(SCc2ccc(Cl)cc2)[nH]1	9.0	1.9%	14.0	10.1%	8.5%	12.3%	4.0%	i	17.8%
Cn1c(=O)c2c(nc(NCCc3ccccc3)n2Cc2ccc(F)cc2)n(C)c1=O	2.0	-2.5%	6.0	4.9%	3.6%	1.6%	4.9%	i	0.4%
O=C(CN(c1ccc(F)cc1)S(=O)(=O)c1ccc2c(c1)OCCO2)Nc1ccc2c(c1)OCO2	7.0	4.8%	4.0	10.1%	.	-0.3%	6.4%	i	3.3%	Spn PMK inh pilot replicates=0.5;Spn MK inh pilot replicates=0.0;DPM-DC inhibit pilot screen %=0.0
O=c1oc2ccccc2c2nccnc12	0.0	-2.8%	8.0	9.7%	3.3%	17.1%	19.6%	i	6.7%	Spn PMK inh pilot replicates=1.5;Spn MK inh pilot replicates=1.0;DPM-DC inhibit pilot screen %=0.0
CCOc1ccccc1NC(=O)N1CCCC1C(=O)Nc1ccc(NC(C)=O)cc1 (stereo not given)	1.0	8.5%	0.0	-3.3%	15.7%	-7.5%	0.6%	i	-12.2%
O=C(Cn1ncc2c1-c1ccccc1OC2)Nc1nc2ccccc2s1	16.0	-4.5%	4.0	-12.6%	3.9%	3.6%	1.4%	i	-10.8%
CC(C)(C)C(=O)CN1C(=O)C2(OCCO2)c2ccccc21	6.0	1.4%	5.0	-5.0%	.	2.1%	9.8%	i	-2.8%
c1ccc(-c2nnn(C34CC5CC(CC(C5)C3)C4)n2)cc1	5.0	-5.0%	9.0	.	-2.7%	.	12.8%	i	-5.6%
SMILES	Spn PMK inh	Bfl-1 inhibitors	Spn MK inh	HPDE-C7K KRASV12	LYP inhibition	HPDE-C7 cytotoxicity	Alkaline phosphatase	DPM-DC inhibit	HT1080 cytotoxicity	others
NC(=O)c1cccnc1	0.0	.	3.0	.	12.6%	.	.	i	-5.3%
Cc1ccc(NC(=O)C2CCCN(c3ncccn3)C2)cc1F (stereo not given)	9.0	-8.8%	6.0	-7.9%	1.6%	-1.8%	10.8%	i	2.3%
O=C(c1ccc(-n2cnnn2)cc1)N1CCOCC1	3.0	3.2%	7.0	0.8%	-5.0%	0.6%	15.6%	i	1.1%
CCCCCCSC1=C(C#N)C(c2ccc(O)cc2)CC(=O)N1 (stereo not given)	0.0	-4.8%	3.0	22.1%	11.2%	9.6%	11.0%	i	-18.9%
Cc1onc(-c2c(Cl)cccc2Cl)c1C(N)=O	11.0	-2.3%	8.0	-1.0%	-2.6%	-7.7%	4.6%	i	-5.8%	Spn PMK inh pilot replicates=0.0;Spn MK inh pilot replicates=0.5;DPM-DC inhibit pilot screen %=0.0
Cn1c(=O)c2c(-c3ccccc3)n(Cc3cccnc3)cc2n(C)c1=O	8.0	-2.8%	9.0	0.3%	2.5%	-6.4%	7.7%	i	-6.8%
Cn1c(Cc2cccs2)n[nH]c1=S	7.0	-5.6%	9.0	-0.4%	0.2%	-5.8%	6.2%	i	-0.3%
Cc1cc(C)nc(SCCS(=O)Cc2ccc(Cl)cc2)n1 (stereo not given)	10.0	-6.2%	5.0	-23.0%	8.2%	-35.5%	14.8%	i	-7.6%	Spn PMK inh pilot replicates=4.5;Spn MK inh pilot replicates=2.0;DPM-DC inhibit pilot screen %=0.0
O=C(Nc1ccccc1C(=O)N1CCOCC1)c1ccco1	9.0	2.7%	4.0	3.4%	13.2%	-2.7%	8.8%	i	11.4%
COc1ccc(CN(CC2CCCO2)S(=O)(=O)c2ccc(C(=O)O)cc2)cc1OC (stereo not given)	21.0	-6.6%	0.0	3.8%	.	8.1%	3.5%	i	2.9%
Cc1cc(C(=O)NCc2ccc3c(c2)OCO3)n(-c2ccccc2)n1	14.0	2.3%	5.0	-7.1%	1.3%	-1.7%	6.4%	i	-4.9%
CCN(CC)S(=O)(=O)c1ccc2oc(SCc3ccc(F)cc3)nc2c1	0.0	-0.6%	0.0	7.6%	2.4%	2.2%	14.9%	i	-23.6%	Spn PMK inh pilot replicates=0.0;Spn MK inh pilot replicates=0.0;DPM-DC inhibit pilot screen %=0.0
Cc1oc(-c2ccccc2F)nc1CS(=O)(=O)CC(=O)NCc1ccco1	0.0	-8.2%	9.0	2.0%	6.5%	0.9%	23.7%	i	.	Spn PMK inh pilot replicates=4.0;Spn MK inh pilot replicates=1.5;DPM-DC inhibit pilot screen %=0.0
O=C(CCn1c(=O)oc2ccccc21)N1CCN(C(c2ccccc2)c2ccccc2)CC1	18.0	-1.6%	0.0	10.8%	5.7%	13.7%	1.8%	i	4.1%
Cc1cc2c3c(c1)C1(C(=O)N3C(C)(C)CC2C)C(C#N)=C(N)Oc2cc(O)ccc21 (stereo not given)	9.0	-7.5%	3.0	29.2%	12.9%	18.9%	11.3%	i	-0.9%
O=C(NC(Cc1ccccc1)C(=O)O)OCc1ccccc1 (stereo not given)	2.0	-8.3%	10.0	11.4%	.	5.7%	11.3%	i	1.5%
CCOc1ccc(C2CC(c3cccc(OC)c3)Nc3ncnn32)cc1 (stereo not given)	2.0	5.7%	6.0	-7.5%	10.8%	-12.0%	-5.2%	i	-0.8%
COc1ccc(CCNC(=O)C2CCN(Cc3nc(-c4cccc(Cl)c4)oc3C)CC2)cc1OC	4.0	-7.5%	7.0	-18.3%	16.1%	-24.6%	-6.9%	i	-4.1%	Spn PMK inh pilot replicates=0.0;Spn MK inh pilot replicates=1.0;DPM-DC inhibit pilot screen %=0.0
CCOc1ccc(Cc2nc(N)nc(N)n2)cc1	10.0	-2.7%	2.0	11.1%	0.0%	5.6%	8.3%	i	4.0%
O=C(O)C1C2C=CC3(O2)C1C(=O)N1c2ccccc2C2OCCC2C13 (stereo not given)	5.0	0.7%	2.0	-8.2%	4.7%	-2.1%	10.5%	i	1.2%
CC(=O)c1ccc(NC(=O)C2CC(c3ccc(F)cc3)=NO2)cc1 (stereo not given)	9.0	-8.0%	1.0	-6.0%	17.3%	-13.3%	3.2%	i	3.6%
CCn1cc(C(=O)Nc2cccc(NC(C)=O)c2)c2cc(OC)c(OC)cc2c1=O	0.0	5.5%	7.0	4.8%	15.0%	3.3%	7.0%	i	-3.7%
C/C=C/c1ccc(Oc2nnnn2-c2ccc(C(N)=O)cc2)c(OC)c1	11.0	-8.7%	7.0	1.0%	1.5%	0.1%	12.0%	i	11.8%
CC1CCC(NC(=O)c2ccc(CS(=O)(=O)Cc3ccccc3F)o2)CC1 (stereo not given)	19.0	-7.5%	3.0	-5.6%	7.6%	-12.3%	5.0%	i	-2.7%
O=C(CCN1C(=O)c2ccncc2C1=O)NCc1ccc(Cl)cc1	13.0	-5.6%	8.0	2.0%	.	-3.9%	2.6%	i	-0.2%
Cc1ccsc1C=Nc1ccc(O)cc1	0.0	-4.1%	0.0	37.2%	.	29.6%	11.7%	i	15.7%
Cc1ccccc1-c1nc(CN2CCC(C(=O)NCCC3=CCCCC3)CC2)c(C)o1	7.0	0.3%	9.0	6.9%	-12.3%	15.9%	-14.5%	i	-1.3%

Not a hit list (roughly 3.3% active in at least one column).
